Mot1-301 SUMO = inhibitors of SUMOylation pathway: yeast Mot1-301 growth rescue; S. cerevisiae Mot1-301 growth rescue, ATP luminescence, 38.5C; percent above DMSO median, 100 means doubled; growth rescue, % at 18.8 µM; 1% of 320,000 active;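 active = every valid replicate shows activation above 250% relative to neutral control wells; inactive = the rest, any valid replicate at or below 250%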;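 note: OY570 slx delta 5 strain wells were the positive control but not used for scaling; some compounds called inactive have numbers as strong as hits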
Arrestin-AP2 inh = inhibitors of human beta-arrestin and AP2 interaction. FITC-arrestin peptide / GST-AP2 beads, flow cytometry; AP2 beta2 appendage carries R879A mutation. inhibition, % at 10 µM. 0.31% of 340,000 active. AID 504490;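 active = inhibition above a set limit, near 3 SD of compounds lacking own fluorescence, cut at about 54% in these data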;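 note: plate controls were DMSO wells for no effect and 5 µM unlabelled arrestin peptide for full effect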
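test system = AP2 appendage R879A on GSH beads | buffer or medium = PBS plus Tween 20 (0.05%) and BSA (0.1%) | incubation = 12 min plus 1 h, RT | detection = bead flow cytometry, FITC channel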
Ecoli viability = bacterial growth inhibition, counter-screen for AddAB inhibitors | E. coli V3065 growth, OD600 absorbance, 18 h | inhibition, % at 11.9 µM | 0.27% of 330,000 active;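 active = inhibition above the campaign's mean inhibition across all tested compounds plus 3 SD, cut at about 9.9% in these data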;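 note: uninfected addAB+ strain grown without phage in ampicillin broth; 0% = DMSO wells and 100% = ciprofloxacin 0.95 µg/ml wells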
AddAB inh = less growth of phage-infected E. coli with AddAB; 0.29% of 330,000 active; inhibition, % at 11.9 µM; E. coli expressing H. pylori AddAB, absorbance growth; in the data active = inhibition above about 12%;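 note: 0% = vehicle wells of infected cells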
Tat export inh = blocks Tat-dependent protein export in E. coli | E. coli MC4100 TorA-mCherry Tat export, fluorescence | AID 488895 | inhibition, % at 10 µM | 0.036% of 340,000 active;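 active = mean replicate inhibition at least 50% and at least half of replicates individually reaching 50%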;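 note: exported cargo escapes ClpAP degradation while cytoplasmic cargo is degraded and loses fluorescence; 0% = median of neutral control wells and 100% = median of NaSCN control wells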
phage Ecoli inh = E. coli growth loss with phage present; growth absorbance; inhibition, % at 11.9 µM; 0.26% of 360,000 active; AID 651602; in the data active = inhibition above about 11%
DSG3 Ab inh = blocks pemphigus antibody binding to human desmoglein-3. 0.48% of 310,000 active. AID 588358. binding (percent of control), % at 10 µM. DSG3-coupled beads, scFv-anti-DSG3-GFP binding, flow cytometry; active compounds read low;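 active = binding more than 3 SD below its plate's average and above zero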;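 note: hits lower antibody fragment binding to DSG3; some compounds called inactive have numbers as strong as hits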
PfHsp90 yeast 2 = growth inhibition of yeast expressing Plasmodium Hsp90 | S. cerevisiae expressing PfHsp90, BacTiter-Glo ATP, 48 h; yeast lacking PDR1 and PDR3 efflux regulators | 0.32% of 310,000 active | inhibition, % at 9.4 µM;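 active = every replicate shows inhibition above about 80%, whatever the replicate mean, limit read from the data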;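 note: 0% = DMSO neutral controls and 100% = 20 µM radicicol positive controls; yeast relying on Plasmodium falciparum Hsp90 in place of its own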
OPRM1-OPRD1 ag = OPRM1-OPRD1 heterodimerization agonism; P35372+P41143; cells, luminescence; activation, % at 9.3 µM; 0.3% of 340,000 active; AID 504326; in the data active = activation above about 18%;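 note: 0% = vehicle-treated cells and 100% = reference agonist; values of inactives mirror those of a sister screen read the other way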
Target sequence (P35372 whole entry, looked up): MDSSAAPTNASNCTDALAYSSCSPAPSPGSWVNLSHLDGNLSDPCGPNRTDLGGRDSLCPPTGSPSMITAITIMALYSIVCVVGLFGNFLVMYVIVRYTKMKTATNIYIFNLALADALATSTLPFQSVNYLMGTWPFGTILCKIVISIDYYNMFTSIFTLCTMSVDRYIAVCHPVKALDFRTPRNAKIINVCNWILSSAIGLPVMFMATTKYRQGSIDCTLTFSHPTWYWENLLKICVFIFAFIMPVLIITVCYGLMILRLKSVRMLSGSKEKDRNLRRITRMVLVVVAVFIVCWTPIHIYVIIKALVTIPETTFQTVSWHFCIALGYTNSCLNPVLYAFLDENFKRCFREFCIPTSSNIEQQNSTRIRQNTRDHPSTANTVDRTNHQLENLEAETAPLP
Target sequence (P41143 whole entry, looked up): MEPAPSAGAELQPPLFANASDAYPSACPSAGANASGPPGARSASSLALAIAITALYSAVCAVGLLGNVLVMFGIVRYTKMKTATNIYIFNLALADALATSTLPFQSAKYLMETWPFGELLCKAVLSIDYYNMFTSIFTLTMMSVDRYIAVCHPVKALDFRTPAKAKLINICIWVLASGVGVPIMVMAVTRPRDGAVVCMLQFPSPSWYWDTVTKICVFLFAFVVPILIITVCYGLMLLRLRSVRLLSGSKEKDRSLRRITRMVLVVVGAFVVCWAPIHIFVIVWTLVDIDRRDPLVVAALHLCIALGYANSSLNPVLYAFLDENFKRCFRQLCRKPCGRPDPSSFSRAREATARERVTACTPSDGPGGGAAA
MOR-DOR inv ag = inverse agonists of human mu-delta opioid receptor heterodimerization; P35372+P41143; cell-based MOR-DOR heterodimer luminescence, inverse agonism; 0.21% of 340,000 active; inhibition, % at 9.3 µM; in the data active = inhibition above about 22%, passing the limit was not always enough;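 note: 0% = cells with DMSO and 100% = wells without cells with DMSO; values of inactives mirror those of a sister screen read the other way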
PKA-R1A act = activates the PKA-R1A holoenzyme complex. activation, % at 11.4 µM. PKA-R1A dissociation, Cy5-IP20 fluorescence polarization; scaled: DMSO 0%, 113 µM cGMP 100%. P00514+P68181. 0.083% of 340,000 active;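 active = percent activation above the mean of all tested compounds plus 3 SD, cut at about 19% in these data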;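 note: higher means more PKAc released from R1A so a rise in polarization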
Active calls of the source: *; . = not tested or not shown.

Molecule,Mot1-301 SUMO,Arrestin-AP2 inh,Ecoli viability,AddAB inh,Tat export inh,phage Ecoli inh,DSG3 Ab inh,PfHsp90 yeast 2,OPRM1-OPRD1 ag,MOR-DOR inv ag,PKA-R1A act
C=CCn1c(N)c(C(=O)OCCC)c2nc3ccccc3nc21,283.8,8.3,-0.8,1.0,-6.7,1.3,104.5,15.1,-9.0,48.5*,1.4
CC1(C)C(=O)OC(C(=O)c2ccccc2)C(C)(C)C1=O (stereo unspecified),0.5,-0.9,0.1,0.9,3.8,1.6,92.3,6.3,-3.2,15.5,-4.9
COc1cc2cc(C)c(SCC(=O)N3CCN(C(=O)c4ccco4)CC3)nc2cc1OC,7.7,13.1,-2.2,0.8,0.0,-2.0,100.6,-8.6,-2.1,10.9,-12.9
CSc1nccn1C(=O)c1ccccc1[N+](=O)[O-],19.6,5.9,-1.4,3.0,2.4,1.8,99.6,7.6,0.6,-3.1,4.7
C/C(=N\NC(=O)C1CC1(c1ccccc1)c1ccccc1)c1cccc([N+](=O)[O-])c1 (stereo unspecified),1.9,2.0,4.5,5.6,12.7,5.0,81.9,-19.0,-0.6,2.9,-11.2
CCN1C(=O)CS/C1=N\S(=O)(=O)c1ccc(C)cc1,-6.2,-0.7,3.0,-1.3,-18.3,0.6,115.0,.,-0.1,0.7,-8.6
COCCNC(=O)CSc1nnc2c(Cl)cc(Cl)cn12,21.9,-4.8,-2.5,2.8,10.2,0.1,97.1,14.9,-2.1,10.4,-10.9
Cc1cc(/C=C2\NC(=O)NC2=O)c(C)n1-c1ccc(N2CCOCC2)cc1,-8.8,5.6,-2.0,0.6,5.3,3.3,117.1,-25.1,-2.1,10.8,-7.2
O=C(C1CCN(S(=O)(=O)N2CCOCC2)CC1)N1CCN(c2ccccc2)CC1,-3.0,-12.9,-0.6,0.1,1.8,0.0,102.4,2.3,-1.7,8.3,-1.8
O=C(COC(=O)c1ccc2c(c1)OCO2)NCc1ccc2c(c1)OCO2,-12.8,-5.9,-0.4,-0.4,-1.3,0.0,103.3,-33.0,-3.1,13.6,-11.7
Cc1ccc2c(c1)N(CCC(=O)NC1CCCCC1)C(=O)CO2,282.3,-4.4,-0.3,4.2,-3.2,3.1,92.8,-12.9,-2.8,18.0,8.1
CCOC(=O)c1cccc(COC(=O)c2cccc(-c3nnc(-c4ccccc4)o3)c2)c1,8.8,-0.8,-1.3,0.0,0.1,4.2,86.7,-28.4,0.0,0.2,-5.2
COc1ccc(OC)c(C2=NS(=O)(=O)N(C)C(C(=O)Nc3ccc(C(C)=O)cc3)=C2)c1,-11.4,-0.4,0.1,1.4,0.5,0.9,.,14.9,-1.7,8.6,0.5
CC(/C=C/c1ccccc1)=N\NC(=O)CNC(=O)c1ccccc1Cl,-2.9,-5.5,-0.1,4.9,12.6,3.7,111.7,15.5,1.3,-9.1,16.3
Cc1ccc(C(=O)NNC(=O)C2CCN(S(=O)(=O)c3ccc(Cl)cc3)CC2)cc1,-2.4,24.2,-2.6,0.4,-2.3,0.8,95.9,-0.2,-1.8,9.5,-11.3
CC(=O)c1ccc(NC(=S)N2CCC(O)CC2)cc1,0.9,-7.6,-0.3,1.7,2.7,1.0,108.4,-16.0,3.2,-14.5,-5.8
COC(=O)c1ccc(CSc2nnc(CNC(=O)c3cccs3)o2)o1,4.4,16.3,-2.6,-2.4,9.6,0.8,81.6,1.3,-0.7,4.1,-0.6
Cc1ccc(C)c(NNC(=O)C(=O)NNc2cc(C)ccc2C)c1,41.4,-4.2,4.2,1.9,.,0.2,100.7,.,.,.,.
Oc1cccc(/C=N\Nc2nncc(-c3ccccc3)n2)c1,-17.3,19.9,-0.7,-0.2,4.1,4.0,94.9,-14.7,-2.6,15.1,-1.1
CC(C)C[C@@H](CN(N=O)[C@@H](Cc1ccccc1)CN(C)N=O)N(CCc1ccccc1)N=O,-7.7,5.3,1.5,-0.3,4.8,-2.5,102.0,-5.8,0.0,0.1,1.2
COc1ccc(C2=NS(=O)(=O)N(C)C(C(=O)N3CCCCC3)=C2)cc1,-12.3,-14.6,-0.8,0.0,-0.8,4.7,95.3,12.2,-0.1,0.9,-4.0
COCC(C)NC(=O)NC(=O)c1ccc(Cl)cc1 (stereo unspecified),1.2,3.9,-0.6,2.7,-0.1,1.8,94.8,-8.7,0.1,-0.6,-4.8
CC1(C)CC(=O)C=C(Nc2ccccc2NC(=O)c2cnccn2)C1,-0.8,23.0,1.2,1.1,-0.6,3.0,113.7,9.7,-2.1,12.6,8.2
CN1CCN(CCCNC(=O)Cn2nc(-c3ccccc3)ccc2=O)CC1,10.5,21.9,-0.3,1.1,-2.6,-0.1,96.4,-23.1,-1.5,8.4,-3.3
COc1ccccc1CNC(=O)CCC(=O)N1CCOc2ccc(C)cc21,-1.1,25.8,2.7,1.5,-5.3,3.3,95.4,17.3,-1.8,10.4,-21.8
C=C(C)Cn1c(SCC#N)nc2ccccc2c1=O,8.9,-3.5,1.4,1.4,-2.4,1.8,102.6,-12.8,-3.9,17.4,-2.6
COc1ccc(CCc2nnc(CCC(=O)NCC3CCCO3)o2)cc1 (stereo unspecified),-0.2,-5.7,-0.8,2.5,-14.4,4.0,.,26.0,-0.2,1.1,-5.5
Cc1ccc(S(=O)(=O)N(C)c2ccc(C(=O)NCc3cccnc3)cc2)cc1,-6.2,-0.2,1.0,0.4,4.1,2.6,.,-1.3,-0.5,2.7,-12.3
Cc1cccc(NC(=O)c2cccc(S(=O)(=O)N(C)c3ccccc3)c2)n1,.,-2.4,1.4,-2.0,0.9,3.1,98.7,.,2.2,-8.6,-13.0
CSc1nc(N)nc(SCC(=O)c2ccc(C)cc2)c1C#N,0.4,27.7,-0.7,4.1,-5.7,2.8,.,5.6,-0.2,1.1,2.7
CC(Oc1cccc2c1OC(C)(C)C2)C(=O)O (stereo unspecified),18.1,-13.6,0.6,0.4,-1.7,2.4,.,2.4,-0.8,3.5,2.6
Nc1nc(NCCO)nc(N2CCCCCC2)c1[N+](=O)[O-],-3.9,18.3,-1.3,-3.0,-2.3,4.1,100.1,1.2,-3.0,15.5,-7.7
CCN(CCCNC(=O)CCn1c(=O)[nH]c2ccsc2c1=O)c1ccccc1,0.2,-1.8,1.6,1.8,-1.6,2.6,103.2,-30.6,0.1,-0.8,1.6
CCCCOc1ccc(N(CC(=O)NCc2ccco2)C(=O)CCC(=O)Nc2nccs2)cc1,-5.6,-9.6,-1.1,0.9,-5.4,-0.4,112.2,4.3,-2.5,13.2,-6.7
CCOc1ccccc1CN1CCN(Cc2cc3ccccc3[nH]2)CC1CCO (stereo unspecified),-5.5,30.9,0.9,3.4,-3.6,1.4,103.8,-14.8,2.8,-13.3,1.3
Cc1sc2c(c1C)c(=O)n(-c1ccc(F)cc1)c(=O)n2CC(=O)NCc1ccco1,.,29.9,.,.,-13.4,3.6,.,-21.3,-4.4,22.9,2.1
N#CC1=C(N)N(c2ccccc2)C(c2ccccc2)C1(C#N)C#N (stereo unspecified),208.0,9.4,1.5,0.4,-5.7,-0.5,106.4,-17.7,3.4,-19.6,-3.6
CCCNC(=O)NC1CCCCCCC1,-10.2,1.0,-0.1,6.4,-3.2,3.2,108.1,-6.7,-1.9,8.8,-6.8
CCOC(=O)c1cnn(-c2ccccn2)c1N,-34.7,-3.1,-0.4,3.3,-7.9,2.5,.,12.2,-4.3,17.9,-3.6
Cc1cc(N2CCN(C)CC2)nc2ccc(NC(=S)NCCCN3CCN(C)CC3)cc12,218.1,-6.7,-0.8,-0.2,0.4,0.1,102.5,-2.8,-2.5,12.6,5.7
NC(=O)CC(NC(=O)Cc1ccc(Br)cc1)c1ccc(NCCN2CCOCC2)c([N+](=O)[O-])c1 (stereo unspecified),-11.5,25.2,2.5,3.2,-19.4,0.6,102.2,17.9,-1.9,10.7,-1.0
C/C(=N\Nc1ccc(F)cc1)c1ccncc1,233.4,-5.3,0.5,1.9,-6.8,2.0,104.9,-25.0,-2.1,11.3,-8.6
CSc1ccccc1NC(=O)COC(=O)CSc1ccc(C)cc1,10.6,14.5,1.9,0.0,11.7,-0.4,114.7,-41.5,2.7,-14.8,-6.0
CC(C)Cn1c(O)c(N=NC(=O)c2cccc(S(=O)(=O)N3CCCCC3)c2)c2ccccc21,-1.1,3.7,-0.6,-0.3,-13.2,1.6,113.7,24.9,0.2,-0.9,-3.6
COc1ccccc1C(=O)NCCC(=O)Nc1cccnc1,826.2,8.8,2.7,1.9,-1.0,2.9,99.7,11.7,-1.7,9.4,-5.1
COC(=O)Cn1nc(-c2ccccc2)c2ccccc2c1=O,9.2,2.8,-2.2,0.9,-4.3,-1.2,99.8,3.6,-4.4,25.2,-0.9
Cc1ccc2[nH]c3nc(N/N=C/c4cccc(O)c4)nnc3c2c1,114.8,26.0,-1.7,3.6,-4.5,1.9,118.1,-10.0,0.1,-0.3,5.5
CCOC(=O)C1CCN(Cc2ccccc2C(F)(F)F)CC1,22.5,7.1,-0.9,-1.4,4.5,0.2,106.2,-13.9,5.3,-27.8,1.6
CSCCC(NC(=O)C12CC3CC(CC(C3)C1)C2)C(=O)OCC(=O)c1ccccc1 (stereo unspecified),5.0,40.2,-0.3,2.3,4.4,4.4,87.3,13.9,-1.9,9.6,-1.3
C=CCNC(=O)c1onc(CSc2ccc(OC)cc2)c1C(=O)O,-20.9,6.5,-0.9,0.4,-14.0,0.7,97.1,13.0,-2.5,14.2,4.1
CC(=O)Nc1c(C)ccc2nsnc12,-11.6,-3.9,0.7,1.5,10.0,3.0,102.8,-17.6,-2.2,11.2,-9.0
CCSC1=NC(C)(C)C=C(/C=C/c2ccc(Cl)cc2Cl)N1,4.1,-1.4,1.3,0.6,4.7,2.9,101.0,3.3,-2.2,9.1,6.6
CCOc1cc(CNc2ccc3cn[nH]c3c2)ccc1OC,7.1,1.5,0.0,0.9,-4.3,-0.1,123.5,-0.1,1.0,-6.0,10.8
Cc1cccc(-c2nc(S(=O)(=O)c3ccccc3)c(N3CCOCC3)o2)c1,15.9,1.6,-1.4,2.9,2.6,0.2,102.9,-17.9,3.7,-19.5,0.9
Cc1cc(C)c(S(=O)(=O)c2ccccc2Cl)c(=O)[nH]1,-10.3,40.8,0.9,-0.1,2.4,2.9,104.2,-2.2,-2.2,10.7,0.7
Cc1cc2occ(CC(=O)O)c2cc1C,3.2,-4.7,1.4,0.6,-0.6,2.8,102.7,1.0,-2.5,11.1,-5.7
